Growth percent in the NCI-60 one-dose screen (48 h, 10 µM unless noted): 100 = growth as untreated, 0 = no growth, -100 = all killed.
CAKI-1: CAKI-1 renal cancer; hit rate 4.7% among 75,000; AID 1794772
ACHN: ACHN renal cancer. hit rate 4.9% among 81,000
UO-31: UO-31 renal cancer | hit rate 5.2% among 81,000
SN12C: SN12C renal cancer cells; AID 1794767; hit rate 3.8% among 81,000
RXF 393: RXF 393 renal cancer cells; hit rate 6.9% among 77,000; AID 1794773
PC-3: PC-3 prostate cancer cells; hit rate 3.9% among 80,000; AID 1794754
A498: A498 renal cancer cells; hit rate 5.4% among 76,000
786-0: 786-0 renal cancer cells; hit rate 5.1% among 81,000; AID 1794775
TK-10: TK-10 renal cancer cells. hit rate 3.9% among 81,000. AID 1794769
Numbers without * were called inactive; / = no result given; & = joins results of further samples. Rule for the calls: active = growth percent below 10; inactive = the rest. Hits appear at their usual frequency; about 11% have a hit in one of these screens.

SMILES	CAKI-1	ACHN	UO-31	SN12C	RXF 393	PC-3	A498	786-0	TK-10
CN(C)CCNC1CCc2c(c(C(=O)N(C)Cc3ccccc3)nn2C)C1 (configuration not stated)	94	111	99	98	96	106	113	101	100
NC(=S)Nc1c(Br)cc(Br)cc1Br	109	101	/	104	116	88	102	/	100
O=C1OC(C(Cl)(Cl)Cl)OC1C(Cl)(Cl)Cl (configuration not stated)	113	113	89	97	116	87	109	114	110
COc1cccc(N)c1N	101	88	88	86	108	101	85	115	113
O=c1[nH]cnc2c1C(c1ccc(Cl)cc1)c1sc3c(F)cccc3c1O2 (configuration not stated)	76	83	61	93	99	84	99	100	134
CCC(=O)NO[C@@]1(C)/C=C/[C@H](C(C)C)CC/C(C)=C/CC/C(C)=C/[C@H](O)C1	62	106	61	107	85	/	88	100	76
CCCCn1c(-c2ccc(-c3nc(-c4ccc5ccccc5c4)no3)cc2)nc(-c2ccccc2)c1-c1ccccc1	98	101	81	95	113	94	116	109	113
CCOc1ccc(C(C)c2cc3c(cc2O)OCO3)cc1 (configuration not stated)	75	89	81	93	83	81	77	92	93
CN1c2ccccc2N(C)C1c1ccc2c(c1)OCO2	89	95	77	75	107	20	70	99	109
Cc1cc(O)c(/C=N/C(=S)NCCc2ccccc2)c(=O)o1	96	100	92	108	110	98	97	102	109
O=C(Nc1ccc(C2=NCCN2)cc1)c1cc(C(=O)Nc2ccc(C3=NCCN3)cc2)ncn1	92	106	102	101	99	93	114	99	129
CCOC(=O)/C=C(/C)NC(N)=O	111	111	95	110	105	103	93	94	109
CC(=O)Nc1nc2c(s1)CCc1c-2cn(S(=O)(=O)c2ccccc2)c1-c1ccccc1	57	69	41	77	85	41	88	88	86
CCOC(=O)/C=C/C(=O)N1CCN(C(=O)/C=C/C(=O)OCC)C(C)C1 (configuration not stated)	106	106	110	94	119	105	102	109	103
O=C(/C=C/c1c2ccccc2cc2ccccc12)c1ccc(F)cc1	70	91	67	104	105	77	120	91	93
COc1ccc(OC)c(-c2nc(SCC(=O)c3ccc(Br)cc3)nc(Nc3cccc(S(N)(=O)=O)c3)c2C#N)c1	48	80	50	82	60	66	78	100	119
COc1ccc2nc3cc(Cl)ccc3c(Cl)c2c1	95&117	93&106	85	103&99	78&108	100&101	15&93	74	107&101
CCOC(=O)c1ccc(NC(=O)Oc2cc(C)c(Cl)cc2C(C)C)cc1	83	105	75	105	97	101	98	91	116
C=CCOC(=O)Nc1cccc(Cl)c1	94	111	82	103	/	94	82	86	86
CC1[C@H]2[C@H](C[C@H]3[C@@H]4CC=C5c6sc(Nc7ccccc7F)nc6CC[C@]5(C)[C@H]4CC[C@@]32C)O[C@]12CC[C@@H](C)CO2 (some centres not stated)	-82*	-75*	-93*	-69*	-89*	-47*	18	-82*	-60*
CN(C(=O)/C=C/c1ccccc1)c1ccccc1	91	96	77	98	81	88	117	90	104
Clc1ccccc1N=Nc1ccccn1	93	105	85	101	110	95	105	106	120
CCN(c1ccccc1)c1nc(Cl)nc2c1cnn2-c1ccccc1	87	108	85	94	106	97	80	/	109
O=c1ccc([N+](=O)[O-])c[nH]1	92&98	105&105	85&98	109&102	104&107	99&94	91&99	92&100	108&102
COc1cccc(C(CCc2cc(OC)c(OC)c(OC)c2)NC(C)=O)c1 (configuration not stated)	102	102	86	105	125	100	/	101	106
O=[N+]([O-])c1ccc(-c2cc3c(Nc4ccc5c(cnn5Cc5ccccc5)c4)ncnc3s2)cc1	/	98	62	93	89	73	46	90	65
CC(=O)Nc1cc(C)cc(C(=O)O)c1C	94	106	93	95	106	87	75	98	111
COc1ccc(CCN(Cc2cc(OC)c(OC)c(OC)c2)c2c(NC3CCCCC3)oc(=O)c3ccccc23)cc1OC	86	86	95	103	91	83	83	105	108
O=C(Cn1ncnn1)NCc1cc(-c2cccc(Cl)c2)no1	104	109	85	105	115	107	118	101	108
CC(C)=CCc1cc2c(cc1O)C1=C(C(=O)C3=C(C1=O)S(=O)(=O)CCN3)C(C=C(C)C)O2 (configuration not stated)	/	-22*	-2.9*	-37*	-76*	10	-70*	-12*	7.6*
Cc1ccc(-c2cc(Cc3c(Cl)cccc3Cl)c(=O)n(CN3CCNCC3)n2)cc1C	93	89	75	90	101	/	105	108	106
COc1cc(C2CC(c3ccc(Nc4nc(NCCO)nc(Nc5ccc(Cl)cc5)n4)cc3)=Nc3c(N)nc(N)nc3N2)cc(OC)c1OC (configuration not stated)	54	79	85	50	45	42	100	47	96
O=C1c2ccccc2C(=O)N1CNCCCNCN1C(=O)c2ccccc2C1=O	102	112	86	107	108	92	102	107	116
O=C(O)c1ccccc1-c1ccccc1C(=O)Nc1ccc(N=Cc2ccc(F)cc2)cc1	115	109	/	104	115	107	101	101	111
Cc1c(N=Nc2ccccc2O)c(=O)[nH]c2[nH]c(=O)sc12	93	105	87	100	113	/	111	107	110
COc1ccc(/C=C/c2nc(Nc3ccc([N+](=O)[O-])cc3)c3ccccc3n2)cc1	64	85	85	85	/	95	41	100	124
N=c1c(S(=O)(=O)c2ccc(Cl)cc2)cc2c(=O)n3ccccc3nc2n1Cc1ccccc1	91	94	89	89	90	93	71	98	97
Nc1c(C(=O)Nc2ccccc2)sc2nc3c(cc12)COCC3	/	105	97	100	85	96	70	94	97
S=C(S)N1CCN(C(=S)S)CC1	89	102	88	113	110	86	109	108	111
N#CC1=C(N2CCCCC2)NC(c2cccc([N+](=O)[O-])c2)c2sc3c(F)cccc3c21 (configuration not stated)	72	85	64	98	115	92	100	110	155

Looked up above.
In 786-0, `Cc1c(N=Nc2ccccc2O)c(=O)[nH]c2[nH]c(=O)sc12` has the entry 107
In 786-0, `S=C(S)N1CCN(C(=S)S)CC1` has the entry 108

(list continues)
SMILES	CAKI-1	ACHN	UO-31	SN12C	RXF 393	PC-3	A498	786-0	TK-10
C=CCOCCN(C)C	108	103	80	98	119	103	84	100	111
COc1ccc(-c2c(N)n[nH]c2-c2cc3c(c(OC)c2OC)OCO3)cc1	94	97	84	93	108	101	76	105	101
COc1ccc(N2C(=O)/C(=C/C3=Cc4ccccc4OC3)SC2=S)c(OC)c1	87	104	92	101	109	98	79	101	104
CCCCCCCC(C)NCCO (configuration not stated)	97	117	81	112	105	105	104	95	105
Cc1ccc(/C=C2\CCOC2=O)cc1	/	118	91	105	23	/	80	106	95
Nc1ccccc1NC(=O)c1ccc(CN2CCC/C(=C\c3ccccn3)C2=O)cc1	18	21	25	48	3.0*	44	8.0*	45	14
O=C(OCc1nc2sc3c(c2c(=O)[nH]1)CCCC3)c1cn(-c2ccccc2)nc1-c1ccccc1	92	107	91	101	102	101	103	100	111
COc1ccc(-c2cc(-c3ccc(OC)cc3)n3nc(N)nc3n2)cc1	85	88	75	111	110	108	106	89	83
COc1cc2oc(-c3cccc(NC(=O)[C@@H](N)C(C)C)c3)cc(=O)c2c(OC)c1OC	91	100	76	101	107	106	96	87	98
CCCOC(=O)c1ccc(OCC)cc1	99	102	94	109	124	101	107	101	103

Some of the entries above, set out differently:
COc1ccc(-c2cc(-c3ccc(OC)cc3)n3nc(N)nc3n2)cc1
  CAKI-1: 85
  ACHN: 88
  UO-31: 75
  SN12C: 111
  RXF 393: 110
  PC-3: 108
  A498: 106
  786-0: 89
  TK-10: 83

O=C(OCc1nc2sc3c(c2c(=O)[nH]1)CCCC3)c1cn(-c2ccccc2)nc1-c1ccccc1
  CAKI-1: 92
  ACHN: 107
  UO-31: 91
  SN12C: 101
  RXF 393: 102
  PC-3: 101
  A498: 103
  786-0: 100
  TK-10: 111

C=CCOCCN(C)C
  CAKI-1: 108
  ACHN: 103
  UO-31: 80
  SN12C: 98
  RXF 393: 119
  PC-3: 103
  A498: 84
  786-0: 100
  TK-10: 111

The results go on:
SMILES	CAKI-1	ACHN	UO-31	SN12C	RXF 393	PC-3	A498	786-0	TK-10
COc1ccc(/C=C/C(=O)c2ccc(NC(=O)CSc3nnc(-c4ccc(OC)cc4)n3-c3ccccc3)cc2)cc1	/	106	79	96	108	106	109	102	109
O=C(/C=C/c1ccccc1)c1ccc(F)cc1	80	92	78	97	98	99	90	87	98
COc1ccc(Cl)cc1/C=C/C=N/NS(=O)(=O)c1ccc(C)cc1	93	97	89	97	92	102	85	105	125
CCOC(=O)c1c2c(c(C)n1C)-c1ncncc1CC2	80	99	90	90	91	/	124	100	184
COc1ccc(NC(=O)CSc2nc3ccccc3c(=O)n2CCc2ccc(S(N)(=O)=O)cc2)cc1	98	104	63	103	102	103	73	91	99
CSc1nn(-c2ccccc2)c2ncnc(Oc3ccccc3)c12	89	106	7.8*	86	84	98	138	93	106
COc1ccc(/C=C/C=C\C(=O)c2ccc(N3CCCC3)cc2)cc1	86	82	48	91	97	88	64	97	69
CN(C)Cc1cc(C(C)(C)C)cc(C(C)(C)C)c1O	100	109	92	93	100	99	96	101	98
Cc1cc2nc3c4cccc(O)c4n(CCN(C)C)c3nc2cc1C	13	8.2*	6.1*	30	35	36	/	40	73
CCc1ccc(C2=NN(c3ccc(S(N)(=O)=O)cc3)C(c3ccc(N(C)C)cc3)C2)cc1 (configuration not stated)	81	101	68	98	120	69	111	103	110
O=CNc1c(Br)cc2c(c1Br)Cc1cc(Br)ccc1-2	78	81	79	101	120	83	104	120	122
C=C(C=O)[C@@H]1CC[C@]2(C)[C@H](CC=C3[C@H]4[C@@H](C)[C@H](C)CC[C@]4(C(=O)OC)CC[C@]32C)[C@@]1(C)CCC#N	3.9*	-72*	-84*	13	/	9.4*	81	5.6*	36
COc1cccc(/C=C2\S/C(=N\N=C(c3ccccc3)c3ccccc3)NC2=O)c1	64	85	72	96	98	70	73	93	92
CC(=O)OCCN(CCc1ccccc1)CCc1ccccc1	/	106	81	106	114	104	/	101	87
COc1cc(C(=C2O[C@@H]([C@H]3COC(C)(C)O3)[C@H]3OC(C)(C)O[C@@H]23)c2cc(OC)c(OC)c(OC)c2)cc(OC)c1OC	107	100	96	93	/	90	/	97	111
CN(C)c1nc(N)nc(N)n1	101	104	86	104	109	98	103	102	100
COc1cccc(CNC(=O)c2nc(-c3cc(OC)c(OC)c(OC)c3)n(-c3ccc(OC)c(OC)c3)n2)c1	/	94	46	87	113	71	111	95	85
CC(=O)Oc1ccccc1C(=O)Nc1ncc([N+](=O)[O-])s1	11	56	16	15	55	10	-40*	-11*	19
Nc1c(C(=O)Nc2ccccc2)sc2nc3c(cc12)C(O)CCC3 (configuration not stated)	41	48	49	40	-6.4*	32	-10*	58	70
O=C1c2c(c3c4cccnc4[nH]c3c3ccc4ccccc4c23)C(=O)N1O	47	45	58	26	48	43	85	69	133
CCCCC(=O)Nc1ncc(Cc2ccccc2Cl)s1	38	61	45	42	31	69	49	50	63
Cc1ccc(C(=O)c2ccc(CC(=O)N/N=C/c3cccc(O)c3O)n2C)cc1	37	13	14	47	30	59	93	76	39
CCOC(=O)N(O)c1ccc(/C=C/c2ccccc2)cc1	81&52	70&76	57&56	63&66	69&77	67&55	-83*	74&70	4.6*
CN(C)C(=O)OCc1nc2c(N3CCOCC3)nc(Cl)nc2n1C	91	102	85	98	/	102	90	99	100
Cc1nn(-c2ccccc2)c2c1[C@@H](C)[C@H]1CC3(CC4(C)C[C@@H]3C1(C)c1c(C)nn(-c3ccccc3)c1N4C)N2C (some centres not stated)	35	57	54	51	77	13	65	79	/
COC(=O)C1=NN(c2ccccc2)C2C3N(c4ccccc4)N=C(C(=O)OC)N3c3[nH]c(-c4ccccc4)cc3N12 (configuration not stated)	103	100	82	94	87	90	102	103	202
O=C(CN1CCCCC1)Nc1nc2ccc(NCc3ccc(F)cc3)cc2s1	73	90	97	92	79	73	91	93	112
C/C(=N\NC(=S)Nc1ccc(C)cc1)c1sc(Nc2cccc(Cl)c2)nc1C	78	95	77	90	104	97	77	101	141
Nc1nc(/C(=C/CC(=O)O)C(=O)N[C@@H]2C(=O)N3C(C(=O)O)=CCS[C@H]23)cs1	91	97	82	110	111	94	113	107	126
Cc1ccc2nc(SCn3nnc4ccccc4c3=O)[nH]c2c1	93	105	74	108	117	103	108	107	196
Cc1ccc(C(=O)NNC(=O)c2ccccc2)cc1	103	115	99	105	111	102	/	103	120
Cc1cc(NCc2cn(-c3ccc(C(F)(F)F)cc3)nc2-c2ccc(C(=O)O)cc2)ccc1F	87	66	53	75	83	70	72	95	117
COc1ccc(C/C(C)=C(\c2ccc(O)cc2)c2ccc(OCCN(C)C)cc2)cc1	99	105	91	105	120	101	113	108	90
Cc1ccc(S(=O)(=O)NNC(=O)C23CCC(CC2)C3)cc1	96	104	83	106	103	126	98	98	103
O=c1oc2ccc(F)cc2c(=O)n1-c1ccc(F)cc1F	16	36	26	25	34	16	-30*	73	10
COc1ccc(CN2c3ccccc3Oc3ccccc32)cc1F	59	81	53	/	85	65	54	79	74
O=C1CCN=C2C=CC(F)=CN12	105	106	97	104	130	100	125	96	/
COC(=O)c1ccc(NC(=O)CSc2nc3ccccc3s2)cc1	95	102	82	104	110	104	102	99	112
O=C(/C=C/c1ccc(Cl)c(Cl)c1)Nc1ncc(Cc2ccc(Cl)c(Cl)c2)s1	54	43	64	84	104	45	100	79	96

Compound profiles, as listed above. Values in the order: CAKI-1 | ACHN | UO-31 | SN12C | RXF 393 | PC-3 | A498 | 786-0 | TK-10
Cc1ccc(S(=O)(=O)NNC(=O)C23CCC(CC2)C3)cc1 is listed as 96 | 104 | 83 | 106 | 103 | 126 | 98 | 98 | 103
Cc1ccc(C(=O)NNC(=O)c2ccccc2)cc1 is listed as 103 | 115 | 99 | 105 | 111 | 102 | / | 103 | 120
COc1ccc(C/C(C)=C(\c2ccc(O)cc2)c2ccc(OCCN(C)C)cc2)cc1 is listed as 99 | 105 | 91 | 105 | 120 | 101 | 113 | 108 | 90
